Assay outcomes deposited in PubChem BioAssay by several laboratories.
RSV CPE inhibition: inhibition of RSV-induced cytopathic effect – HEp-2 cells, primary 10 µM value included (AID 2391); HEp-2 cells, RSV-induced CPE inhibition; higher % means a stronger effect; CPE inhibition, % at 10 µM; hits with a dose series show IC50 in µM; hit rate 0.13% among 310,000; in the data active = a potency from the dose series; inconclusive = CPE inhibition mostly from about 23% at the one dose, without a potency; inactive = the rest, 99 in 100 with CPE inhibition below about 21%; note: strong numbers were not always called active
WT yeast gro inh: growth inhibition of WT yeast, mitochondrial fusion screen; hit rate 2.1% among 190,000; inhibition, % at 10 µM; mitochondrial fusion phenotypic screen, WT strain; in the data active = inhibition above about 58%; tested in S. cerevisiae
Rac1 GTP hydrolysis: MgcRacGAP GTPase-activating activity inhibitors, confirmation, biochemical, ADP Hunter fluorescence. MgcRacGAP-stimulated Rac1 GTP hydrolysis, ADP Hunter fluorescence; higher % means a stronger effect; GST-tagged Rac1 F28L mutant substrate. inhibition, % at 30 µM; hits with a dose series show IC50 in µM. hit rate 0.6% among 340,000;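 active = first-screen hits whose inhibition reached a set limit at any dose in the follow-up dose series; inconclusive = inhibition above the set first-screen limit but never retested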;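 note: fluorescence reports GDP produced by GAP-driven GTP hydrolysis; strong numbers were not always called active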
Large T inhibition: TAg ATPase/helicase activity blockers – biochemical (AID 1903); SV40 large T antigen ATPase/helicase inhibition assay; higher % means a stronger effect; inhibition, % at 20 µM; hits with a dose series show IC50 in µM; hit rate 0.39% among 310,000; in the data active = a potency from the dose series; inconclusive = inhibition mostly from about 32% at the one dose, without a potency; inactive = the rest, 99 in 100 with inhibition below about 32%; note: strong numbers were not always called active
West Nile virus CPE: West Nile virus antiviral activity, cell-based, CPE readout (AID 1621); one-dose CPE inhibition, % at 10 µM; IC50 in µM for titrated hits; hit rate 0.02% among 290,000; West Nile virus-infected cells, CPE inhibition; higher % means a stronger effect; in the data active = a potency from the dose series; inconclusive = CPE inhibition mostly from about 3.7% at the one dose, without a potency; inactive = the rest, 99 in 100 with CPE inhibition below about 2.2%; note: strong numbers were not always called active
bCat nuc transl: alters nuclear translocation of beta-catenin in HeLa cells. immunofluorescence imaging. AID 1665. nuclear translocation activity, % at 5 µM. hit rate 0.3% among 190,000;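 active = nuclear translocation activity above 50% at 5 µM, with a well cell count of 50 or more; inconclusive = wells under 50 cells across six images, flagged as toxic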;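 note: per-cell ratio of nuclear to cytoplasmic median beta-catenin stain intensity; plate controls were DMSO negative control for no effect and GSK-3 inhibitor IX positive control for full effect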
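Assay system: human HeLa cells, native beta-catenin; doses: 5 µM primary, 0.02–20 µM confirmation; incubation: compound treatment 24 h, 37°C, 5% CO2; technique: fluorescence imaging of beta-catenin antibody stain plus DAPI; measure: % activation, nuclear-to-cytoplasmic median beta-catenin signal ratio per cell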
PhoP inhibition: inhibitors of PhoP regulon expression, primary screen, Salmonella Typhimurium, GFP reporter (AID 1863). inhibition, % at 50 µM; hits with a dose series show IC50 in µM. S. Typhimurium PhoP-regulated promoter GFP reporter, 4 h; higher % means a stronger effect. hit rate 0.16% among 300,000;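 active = inhibition over 29.93%, a cutoff 3 SD above the screen mean, later confirmed by dose response; inconclusive = inhibition over 29.93% but no dose response follow-up; inactive = inhibition at most 29.93% or unconfirmed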;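 note: 0% = low Mg2+ inducing control and 100% = high Mg2+ repressing control; strong numbers were not always called active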
T cell modulator: T cell immune modulation candidate | 2C CD8+ T cell-vesicle binding, flow cytometry; active compounds read low | calls only at 7 µM | hit rate 0.068% among 330,000;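 active = response, share of CD8 T cells binding vesicles, and their 90th percentile fluorescence all below set limits, cut at about 80% in these data, passing the limit was not always enough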
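Material: 2C TCR transgenic mouse naive CD8+ T cells, MACS-purified. Also added: QL9-charged Drosophila Ld/ICAM-1/B7-1 vesicles. Timing: binding 1.5 h at 37 °C. Measured by: high-throughput flow cytometry with anti-B7-1 and anti-CD8 staining. Read-out: percent CD8+ FL2 mean versus row control. Controls: Unloaded micro-vesicles (low), QL9 vesicles with 0.7% DMSO (high).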
Myeloid diff 2: myeloid differentiation induction. calls only at 10 µM. hit rate 1% among 360,000. ER-HoxA9 myeloid progenitors, lysozyme-GFP differentiation, flow cytometry;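 active = normalized GFP-positive differentiation at or above the plate's own cutoff, the solvent-only control mean plus 3 SD; inconclusive = no clear call, values can overlap the other calls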;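 note: cells exposed to compound for four days before flow analysis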
WT yeast gro inh mutant strain: also measured in WT yeast gro inh; calls as there; inhibition, %; mitochondrial fusion phenotypic screen, mutant strain inhibition
bCat nuc transl cell count 5 µM: recorded beside bCat nuc transl, whose call it bears; cell count; measured here: cell count, cytotoxicity flag
T cell modulator vesicle-bound %: second read-out of T cell modulator, no call of its own (marks repeat the call); double positive events, %; measured here: CD8+ vesicle-bound cell fraction;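 binding gate set so that unloaded-vesicle control wells show 10% double positive cells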
Myeloid diff 2 GFP+ MAC1+ %: also measured in Myeloid diff 2; calls as there; GFP+ MAC1+ double positive, %; measured here: differentiation confirmed by MAC1 staining
The depositor's hits bear a star; i = inactive; ? = inconclusive; / = not tested or not shown; + = active, no number.

structure	RSV CPE inhibition	WT yeast gro inh	WT yeast gro inh mutant strain	Rac1 GTP hydrolysis	Large T inhibition	West Nile virus CPE	bCat nuc transl	bCat nuc transl cell count 5 µM	PhoP inhibition	T cell modulator	T cell modulator vesicle-bound %	Myeloid diff 2	Myeloid diff 2 GFP+ MAC1+ %
O=C(NC(Cc1c[nH]c2ccccc12)C(=O)OCC(=O)c1cccc2ccccc12)c1cccs1 (stereo unspecified)	2.5%	-1	-14	7%	14%	-0.6%	0.6	1101	-11%	i	23	i	0.4
COc1ccc(Nc2nc3ccccc3nc2-n2nc(C)cc2C)cc1	2.2%	-9	1	8%	0%	0.1%	/	/	-18%	i	17	i	0.4
COc1ccc(OCC(=O)Nc2nnc(C)s2)cc1	1.0%	-6	7	5%	4%	0.0%	-4.6	900	14%	i	47	i	0.5
CCOC(=O)Cc1csc(NC(=O)/C=C/c2ccc(Br)o2)n1	?	/	/	2%	32%	0.1%	0.1	1273	-1%	i	26	i	0.2
Clc1ccc(Cl)c(OCCCCN2CCCCC2)c1	-0.8%	/	/	31%	8%	-0.7%	/	/	-4%	i	60	i	0.1
Cc1c(C(=O)NN)sc(=S)n1C	/	/	/	9%	11%	0.1%	1.6	1337	-4%	i	28	i	0.3
COc1nc(N)nc(CC(=O)C2CC2)n1	0.7%	-3	-21	7%	0%	-0.3%	-2.2	965	-7%	i	20	i	0.4
CCOc1cc2[nH]c(=S)n(Cc3ccc(C(=O)NCCOC)cc3)c(=O)c2cc1OCC	2.5%	/	/	5%	18%	1.2%	/	/	-5%	i	18	i	1.2
CCOc1ccc(NC(=O)CCNC(=O)c2ccco2)cc1	0.3%	/	/	7%	0%	0.1%	/	/	22%	i	43	i	0.5
C=CCc1ccc(OCCCOc2ccc(C)cc2OC)c(OC)c1	0.8%	6	16	3%	9%	-0.4%	/	/	10%	i	47	i	0.4
CN(C)S(=O)(=O)c1ccc(C(=O)Nc2ccc(CCC(=O)N3CCCC3)cc2)cc1	/	-3	6	11%	0%	0.1%	/	/	12%	/	/	i	1.3
c1ccc(N2CCN(c3nnnn3-c3ccccc3)CC2)cc1	2.7%	18	10	9%	7%	1.4%	-0.3	831	-5%	i	24	i	1.3
COc1ccccc1C(=O)N/C(=C/c1ccc(Br)cc1)C(=O)NCC(=O)O	0.5%	1	-1	2%	1%	0.3%	0.4	1386	-1%	i	35	i	8.9
O=C(NC1CCCc2c1cnn2-c1ccc(F)cc1F)c1cnccn1 (stereo unspecified)	1.8%	9	15	10%	4%	-1.2%	0.0	1144	2%	i	33	i	0.2
CN1C(=O)/C(=C/c2ccccc2F)Sc2ccc(C(=O)NCC3CCCO3)cc21 (stereo unspecified)	9.8%	/	/	7%	11%	0.7%	/	/	-9%	i	24	i	6.0
CCCCCNc1nc(NCCCO)c(C#N)c2c1CN(C)CC2	0.1%	0	-29	9%	22%	0.1%	-6.2	1152	-3%	i	19	i	0.6
Cc1ccc(OCC(=O)Nc2cccnc2Cl)cc1C	0.2%	/	/	5%	6%	-0.1%	/	/	-3%	i	34	i	0.5
O=c1[nH]c(C2CCN(S(=O)(=O)c3ccc(S(=O)(=O)NC4CC4)cc3)CC2)nc2c1nnn2Cc1cccc(F)c1	57%	/	/	7%	3%	-0.3%	/	/	7%	i	23	i	0.2
CCOc1ncccc1C(=O)N1CCCSC1=Nc1ccc(C(C)=O)cc1	-2.4%	-1	22	3%	10%	-1.3%	-4.6	1174	-3%	i	36	i	0.1
Cc1cccn2c(=O)c3cc(C(=O)NCCN4CCOCC4)n(C)c3nc12	0.1%	/	/	6%	7%	-0.6%	/	/	-5%	i	32	+	5.9*
CN(Cc1ccc(F)cc1)C(=O)c1cccc(OCc2ccccc2)c1	1.7%	/	/	6%	1%	-1.8%	/	/	1%	i	16	i	3.0
O=C(Nc1ccnn1C1CCN(Cc2ccccc2OC(F)F)CC1)c1cccc(F)c1	-0.5%	/	/	4%	11%	-0.4%	/	/	-9%	i	51	i	3.8
COc1ccc(-c2cn3nc4c(nc3n2)CCCC4)cc1	/	6	27	0%	12%	/	/	/	-14%	/	/	i	0.5
COc1ccc(-c2nnc(SCC3CCCO3)n2C)cc1 (stereo unspecified)	1.4%	11	13	1%	-2%	0.2%	-1.0	1117	-9%	i	42	i	0.5
O=C(CCN1CCOCC1)N1c2ccccc2Sc2ccc(Cl)cc21	-0.3%	/	/	9%	9%	-0.9%	/	/	-1%	i	13	i	0.7
Cc1ccc(NC(=O)c2ccco2)cc1C	1.9%	6	0	9%	5%	-0.1%	-3.2	944	5%	i	18	i	2.4
COc1cccc(/C=N/c2sc(Cc3ccccc3)c(C)c2C(N)=O)c1O	16%	-17	-4	15%	6%	-0.3%	2.1	1011	-18%	i	52	i	0.2
O=C(Oc1ccc(Br)cc1C(=S)N1CCOCC1)c1ccc([N+](=O)[O-])cc1[N+](=O)[O-]	3.2%	/	/	15%	8%	-0.7%	/	/	3%	i	15	i	0.6
COc1ccc(N2C(=O)[C@@H]3C(c4cccnc4)=NO[C@@H]3C2=O)cc1	-0.2%	/	/	/	18%	-0.6%	-0.7	1358	-19%	i	24	i	0.4
O=C(CN1CCCCC1)NC(=O)NCc1ccccc1	1.5%	-23	1	8%	14%	0.3%	-2.4	981	10%	i	17	i	0.5
OC(COc1cccc(OCC(O)CN2CCCC2)c1)CN1CCCC1 (stereo unspecified)	-2.2%	7	-19	19%	-3%	0.3%	-0.6	1364	6%	i	19	i	9.3
Cc1ccc(Cn2c(CN3CCOCC3)nc3c2c(=O)[nH]c(=O)n3C)cc1	3.2%	11	-4	9%	1%	0.2%	/	/	-4%	i	37	i	0.5
C/C(N)=C(/C#N)C(=O)COC(=O)CCCNC(=O)c1ccc(Cl)cc1	17%	-6	3	5%	6%	0.0%	0.2	1162	-4%	i	39	i	0.4
CCn1cnc2sc(-c3ccccc3)cc2c1=O	13%	-6	-5	16%	3%	0.1%	-4.0	1112	4%	i	52	i	0.6
Cc1ccc(C(=O)C[n+]2cc(Br)cc(Br)c2)cc1	2.2%	/	/	16%	7%	-0.2%	-0.1	1342	-5%	i	42	i	0.4
CC(C)=CC(=O)Nc1ccccc1C(N)=O	0.9%	13	-1	2%	-2%	0.0%	-3.4	1215	12%	i	28	i	6.0
Nc1nc(Sc2ncccc2[N+](=O)[O-])n[nH]1	2.4%	/	/	/	8%	0.5%	-0.6	1329	-9%	i	15	i	0.6
CCOC(=O)c1ccc(NC(=O)Cn2nnc(-c3ccc(F)cc3)n2)cc1	0.5%	25	32	1%	9%	1.1%	/	/	-9%	i	41	i	1.2
O=C(CN1CCN(S(=O)(=O)N2CCCCCC2)CC1)Nc1ccc(F)cc1	5.7%	/	/	6%	-2%	0.8%	/	/	10%	i	18	i	0.6
O=C1C2CC=CCC2C(=O)N1CC(=O)N(Cc1ccccc1)C1CCS(=O)(=O)C1 (stereo unspecified)	2.9%	6	11	6%	8%	-0.5%	-2.0	908	-6%	i	19	i	0.9
O=C1CSCN1c1ccc(Cl)c(Cl)c1	3.2%	0	5	8%	5%	0.0%	0.0	1540	-7%	i	17	i	0.2
Cc1nc2c(c(=O)c3ccccc3n2C)c(=O)n1C1CCCCCC1	6.6%	/	/	10%	17%	-0.1%	0.6	1262	2%	i	32	i	0.3
CCC(=O)OCC(=O)Nc1cc(C)c(C)cc1[N+](=O)[O-]	0.7%	2	5	2%	-1%	-0.6%	0.2	1138	3%	i	54	i	0.6
COc1ccc2c(c1)CCC/C2=N/OC(=O)c1ccccc1OC	11%	37	22	-45%	12%	-0.2%	-0.7	1080	2%	i	18	i	0.3
COc1ccc(/C=N/NC(=O)Nc2cccc3nsnc23)cc1OC	2.6%	2	-14	7%	6%	-0.1%	-1.5	575	-13%	i	48	i	0.4
CCOC(=O)/C(C#N)=C/c1cccn1-c1ccc(Cl)cc1	/	/	/	/	5%	-0.1%	4.5	1112	-7%	i	21	i	0.3
O=C(/C=C/c1ccc(F)cc1)Nc1ccc(S(=O)(=O)Nc2ncccn2)cc1	-0.4%	/	/	6%	6%	0.2%	-0.4	1075	2%	i	53	i	0.4
O=C(C1CCCN(S(=O)(=O)c2cccc3nonc23)C1)N1CCC(Cc2ccccc2)CC1 (stereo unspecified)	19%	13	31	-2%	16%	-0.6%	-3.8	1147	-5%	i	47	i	0.5
CCOC(=O)N/N=C/c1ccc(OCCSc2ccc(Cl)cc2)c(OCC)c1	13%	23	0	7%	9%	0.3%	5.1	464	-5%	i	58	i	0.4
Cc1ccc(Cl)cc1N1CCN(S(=O)(=O)c2ccc(-c3ccc(=O)[nH]n3)o2)CC1	0.6%	/	/	-8%	4%	-0.1%	/	/	1%	i	7	i	1.8

(continued)
structure	RSV CPE inhibition	WT yeast gro inh	WT yeast gro inh mutant strain	Rac1 GTP hydrolysis	Large T inhibition	West Nile virus CPE	bCat nuc transl	bCat nuc transl cell count 5 µM	PhoP inhibition	T cell modulator	T cell modulator vesicle-bound %	Myeloid diff 2	Myeloid diff 2 GFP+ MAC1+ %
COc1ccc2[nH]c(=O)c(CN(CCCN3CCOCC3)C(=O)NCc3ccccc3)cc2c1	/	0	-23	13%	-5%	0.3%	-3.0	1469	4%	i	8	i	1.1
CN(CC(O)COc1c(F)cc(Br)cc1F)C1CCCCC1 (stereo unspecified)	-0.1%	14	8	4%	-2%	-0.9%	0.1	956	16%	i	14	i	0.5
CCN(CC)CCCn1c2c(c(SCC(=O)Nc3cccc(C(C)=O)c3)nc1=O)CCC2	-1.9%	/	/	9%	12%	/	/	/	-4%	i	18	i	0.9
CCCCn1nnnc1NCc1ccc(C)cc1	1.8%	/	/	6%	3%	0.5%	/	/	-5%	i	54	i	0.6
COCCCNS(=O)(=O)c1ccc2[nH]c(=O)[nH]c2c1	0.1%	/	/	11%	25%	0.8%	-0.6	1298	-4%	i	21	i	0.2

This is a random part of the collection; overall some 3.6% were active at least once.
